Assay outcomes: PubChem, National Center for Advancing Translational Sciences (NCATS)
KB-V1 MDR tox: qHTS assay for MDR1-selective chemotherapeutics: Primary screen using the drug-selected MDR subline cells KB-V1; AID 1347076, 2019; KB-V1 MDR cells viability, CellTiter-Glo, 72 h; 3.4% of 400,000 active; Potency, µM (doses to about 46.1 µM), without a hit: at the top dose activity change, negative = cytotoxicity, hits mostly cytotoxic; further: potency means the concentration at half of the fitted maximal effect; on the % scale 0 is the no-effect control and ±100 the full control effect; nearly all actives have a fitted effect of over 60% in size
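Cytotoxicity via CellTiter-Glo luminescence after 72 h compound exposure at 37 degrees C. Cells: drug-selected KB-V1 line, DMEM phenol-red free plus 10% FBS. Compounds tested at multiple concentrations; normalized data fitted to concentration-effect curves.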
SW480 rerep: A quantitative high throughput screen for small molecules that induce DNA re-replication in SW480 colon adenocarcinoma cells | SW480 DNA re-replication, Hoechst DNA content imaging, 48 h | Potency, µM (titrated, usually from 46.1 µM), without a hit: at the highest dose re-replication activation, usual class: activators | 1.8% of 340,000 active | AID 624297, 2012; further: potency means the concentration at half of the fitted maximal effect; % of control where 0% means no effect; nearly all actives have a fitted effect of over 55% in size
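DNA re-replication was detected as more nuclei of elevated Hoechst intensity after 48 hr exposure to compound (23 nL pinned per well of 250 cells).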
HT1080NT lethal: qHTS for induction of synthetic lethality in tumor cells producing 2HG: qHTS for the HT-1080-NT fibrosarcoma cell line | 1.6% of 360,000 active | Potency, µM (highest dose often 46.1 µM), without a hit: top-dose activity, negative = less viability, usual class: cytotoxic | HT-1080-NT fibrosarcoma viability, CellTiter-Glo ATP luminescence, 48 h;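 further: NT is the 2HG producing partner of a matched IDH1 knockdown line; potency means the concentration at half of the fitted maximal effect; 0% = DMSO-treated cells and -100% = media-only wells without cells; nearly all actives have a fitted effect of over 55% in size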
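A 48-hour cytotoxicity screen used HT-1080-NT cells plated 2 hours before compound delivery. ATP-based CellTiter-Glo luminescence measured viability, normalized to DMSO and no-cell controls.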
HT1080 IDH1KD tx: qHTS for induction of synthetic lethality in tumor cells producing 2HG: qHTS for the HT-1080-IDH1KD cell line; HT-1080 IDH1 knockdown viability, ATP luminescence, 48 h; Potency, µM (titrated, usually from 46.1 µM), without a hit: top-dose activity, negative = toxicity, actives largely listed as cytotoxic; 2% of 360,000 active;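 further: potency means the concentration at half of the fitted maximal effect; 0% = DMSO wells and -100% = cell-free medium wells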
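Viability of IDH1-knockdown HT-1080 fibrosarcoma cells was assessed by CellTiter-Glo after 48 h at 37 °C with titrated compound; concentration-effect curves were classified by fit quality and response size.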
MCF10A rereplic: A quantitative high throughput screen for small molecules that induce DNA re-replication in MCF 10a normal breast cells; MCF 10A DNA re-replication, Hoechst nuclear intensity, 48 h; 2.9% of 350,000 active; Potency, µM (top dose mostly 46.1 µM), without a hit: at the highest dose activity, positive = re-replication, actives largely listed as activators; AID 624296, 2012; further: potency means the concentration at half of the fitted maximal effect; % of control where 0% means no effect; nearly all actives have a fitted effect of over 50% in size
ATXN viability: Viability Counterscreen for Primary qHTS for Inhibitors of ATXN expression; S2 cells (HEK-293 line with an ATXN2-luciferase reporter) viability, CellTiter-Fluor protease fluorescence, 24 h; Potency, µM (series often up to 56.7 µM), actives largely listed as cytotoxic; 0.49% of 400,000 active; further: potency means the concentration at half of the fitted maximal effect; nearly all actives have a fitted effect of over 40% in size
IL1B secr inh: qHTS for Inhibitors of Inflammasome Signaling: IL-1-beta AlphaLISA Primary Screen; 4.7% of 360,000 active; activity change, % at 57.5 µM; AID 743279, 2014; THP-1 LPS/ATP IL-1B secretion, AlphaLISA, 16 h; hits give low values; in the data active means activity change below about -50%; inconclusive means mostly about -30% to -49%; further: on the % scale 0 is the no-effect control and ±100 the full control effect
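THP-1 cells pretreated 1 hr with compounds (up to 57.5 uM final), then stimulated with LPS (250 ng/mL final) plus ATP (1.25 mM final); secreted IL-1B measured by AlphaLISA after 16 hr, decreased signal indicating inhibition.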
KB-3-1 tox: qHTS assay for MDR1-selective chemotherapeutics: Primary screen using the parental adenocarcinoma cell KB-3-1 | Potency, µM (series often up to 46.1 µM), without a hit: top-dose activity change, negative = cytotoxic, hits mostly cytotoxic | AID 1347075, 2019 | 1.4% of 400,000 active | KB-3-1 viability, CellTiter-Glo ATP luminescence, 72 h; further: potency means the concentration at half of the fitted maximal effect; on the % scale 0 is the no-effect control and ±100 the full control effect; nearly all actives have a fitted effect of over 60% in size
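Cytotoxicity measured as CellTiter-Glo luminescence after 72 h at 37 C. Compound titrations were pinned onto drug-naive KB-3-1 parental adenocarcinoma cells grown in DMEM with 10% FBS, and normalized data fitted to concentration-response curves.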
ATXN2 expr inh: Primary qHTS for Inhibitors of ATXN expression; HEK-293 ATXN2-luciferase reporter, luminescence, 24 h; Potency, µM (top dose mostly 57 µM), for inactives: at the top dose activity change, negative = inhibition, hits mostly inhibitors; 0.72% of 360,000 active; AID 1745845, 2022; further: potency means the concentration at half of the fitted maximal effect; on the % scale 0 is the no-effect control and ±100 the full control effect; nearly all actives have a fitted effect of over 55% in size
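qHTS (up to 57 uM final) was run with 24 h compound exposure of reporter cells at 37 °C. Each well was multiplexed: SteadyGlo luminescence measured ATXN2-luciferase expression after a fluorogenic Gly-Phe-AFC viability readout (25 uM final).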
* hit, by the source's call; i = inactive; ? = inconclusive; . = no result given; [ ] = another dose, or the depositor's remark. Unless noted, the call rests on the fitted dose curve; in most records, active means well fitted curve in the direction sought with a large enough effect; inconclusive means small, poorly fitted or top-dose-only effect, or another doubt; inactive means no such curve, though single readings can be large; an effect the other way counts as inactive or inconclusive.

SMILES	KB-V1 MDR tox	SW480 rerep	HT1080NT lethal	HT1080 IDH1KD tx	MCF10A rereplic	ATXN viability	IL1B secr inh	KB-3-1 tox	ATXN2 expr inh
Cc1ccc(CCNC(=O)C2CCCN(S(=O)(=O)c3c(C)noc3/C=C/N(C)C)C2)cc1 (stereo not given)	-13%	?	-21%	-16%	?	?	-21	9%	-38%
COc1ccc(CCNc2ccc(N3C(=O)CC(C)C3=O)cc2[N+](=O)[O-])cc1 (stereo not given)	-1%	-1%	-11%	-17%	1%	i	10	-7%	3%
Cc1ccc(C)c(N2CCN(C(=O)Cc3c(C(=O)O)c(C)cn3C)CC2)c1	?	.	.	.	.	i	.	6%	7%
CCOc1ccccc1-c1nc(CN2CCN(C(=O)c3ccco3)CC2)c(C)o1	-4%	-6%	24%	21%	1%	i	-1	15%	-7%
Cc1ccc(S(=O)(=O)Nc2c(O)ccc3ccccc23)cc1	-21%	17%	-16%	-20%	?	i	-15	19%	20%
Cc1ccc(C(C(=O)NC2CCCC2)N(Cc2ccc3c(c2)OCO3)C(=O)c2snc(C(N)=O)c2N)cc1 (stereo not given)	-2%	19%	-3%	-18%	?	i	-21	1%	-4%
COc1ccc(NC(=O)CCNS(=O)(=O)c2cc(Br)cnc2N)c(OC)c1	20%	0%	11%	14%	0%	i	39	6%	12%
Cc1cc(C)n2nc(C(=O)N/N=C/c3ccccc3C)nc2n1	0%	5%	7%	6%	0%	i	0	-1%	.
COCCNC(=O)CN1CCC(NC(=O)c2ccco2)CC1	2%	-7%	10%	17%	13%	i	-10	4%	-4%
C[C@H](CO)N1C[C@H](C)[C@@H](CN(C)S(=O)(=O)c2ccccc2)Oc2ccc(NS(=O)(=O)c3cccs3)cc2C1=O	0%	-8%	0%	7%	17%	i	5	17%	10%
Cc1sc2nc3ccc(N4CCCC4)nn3c(=O)c2c1C	16µM*	-4%	-1%	1%	10%	?	27	?	-24%
Cc1cccc(C)c1NC(=O)COC(=O)Cc1ccsc1	0%	-8%	1%	-3%	-5%	i	0	2%	1%
COc1ccc(NC2CCCN(C(=O)CCCn3cncn3)C2)cc1OC (stereo not given)	0%	-10%	25%	27%	?	i	21	10%	8%
Nc1ccc(CNC(=O)c2cc3cc(Cl)ccc3nc2N)cc1	?	.	?	-21%	.	.	15	-23%	.
CSc1ccccc1NC(=O)CN1c2ccccc2CC1C (stereo not given)	4%	8.2µM*	-4%	-11%	?	i	0	-10%	-4%
CCOC(=O)c1c(C)oc2nc(C)nc(NCc3ccc(F)cc3)c12	10%	.	.	.	.	i	.	4%	7%
CCOC(=O)c1ccc(NC(=O)C2CCCN(c3ncnc4onc(C)c34)C2)cc1 (stereo not given)	0%	.	.	.	.	?	.	5%	?
Cc1cccc(N2CC(c3nc4ccccc4[nH]3)CC2=O)c1 (stereo not given)	-2%	4%	5%	14%	-1%	i	-7	4%	-4%
Cc1c(CC(=O)N[C@@H](C)C(=O)O)c(=O)oc2cc3oc4c(c3cc12)CCCC4	-4%	-6%	11%	12%	7%	i	-3	4%	3%
CCCc1nc(Nc2nc3ccccc3o2)nc(C)c1C(=O)OCC	3.7µM*	1%	?	4%	3%	i	-6	-1%	3%
O=C(N=C1c2ccccc2CN1c1ccccc1)c1cccc([N+](=O)[O-])c1	?	-1%	-3%	0%	-1%	i	-4	-2%	20%
C=C(C)C(=O)Nc1cccc(C2=NOC3(C2)C[C@H](C(N)=O)N(C(=O)CC#N)C3)c1 (stereo not given in full)	0%	-33%[inhibitor]	0%	5%	2%	i	8	0%	1%
CC(C)c1ccc(OCC(=O)Nc2cc(-c3nc4ncccc4o3)ccc2Cl)cc1	-3%	.	.	.	.	i	.	0%	-4%
Cn1c(C(=O)N[C@@H](Cc2ccccc2)C(=O)NCCC(=O)O)cc2cc(Cl)ccc21	-8%	3%	2%	-11%	17%	i	9	-5%	0%
Cc1ccc(C)c(-c2cc(C(=O)NCc3cccs3)c3ccccc3n2)c1	12µM*	?	-17%	-26%	?	i	-10	1%	?

Printed as active in SW480 rerep (from the list above):
molecule,SW480 rerep,IL1B secr inh
CSc1ccccc1NC(=O)CN1c2ccccc2CC1C (stereo not given),8.2µM*,0

Three of the entries above in order of their number in SW480 rerep, highest first:
SMILES	SW480 rerep	IL1B secr inh
Cc1ccc(S(=O)(=O)Nc2c(O)ccc3ccccc23)cc1	17%	-15
COc1ccc(CCNc2ccc(N3C(=O)CC(C)C3=O)cc2[N+](=O)[O-])cc1 (stereo not given)	-1%	10
COCCNC(=O)CN1CCC(NC(=O)c2ccco2)CC1	-7%	-10

(further entries)
SMILES	KB-V1 MDR tox	SW480 rerep	HT1080NT lethal	HT1080 IDH1KD tx	MCF10A rereplic	ATXN viability	IL1B secr inh	KB-3-1 tox	ATXN2 expr inh
Cc1cccc(N2C(=O)N3[C@@H]4c5ccccc5OC[C@@H]4[C@@H](c4ccccc4)[C@@]3(C)C2=O)c1	3%	2%	4%	4%	8%	i	-5	2%	-6%
COc1ccc(-c2nn(C)c(=O)c3ccccc23)cc1CNC(=O)c1ccco1	?	-1%	-12%	-14%	12%	i	-18	-28%	-26%
NC(=O)CC[C@H](NC(=O)c1ccc(F)cc1)C(=O)OCC(=O)Nc1c(F)c(F)c(F)c(F)c1F	1%	-1%	7%	26%	10%	i	-29	31%	-1%
CCN(CC)S(=O)(=O)c1ccc(S(=O)(=O)N2CCCC2C(=O)O)cc1 (stereo not given)	15%	-11%	14%	11%	-3%	i	-3	4%	5%
COc1ccc(OCCN2CCC(C(=O)NC(C)c3cccc4ccccc34)CC2)cc1 (stereo not given)	-2%	.	-12%	5%	.	i	-23	0%	-19%
O=C1NC(=O)C2(Br)Nc3ccc(Br)cc3C(=O)C2N1 (stereo not given)	-2%	-4%	-2%	0%	-2%	i	0	1%	1%
COCCn1c(Cc2ccccc2)nnc1SCC(=O)Nc1oc(C)c2c(C)n[nH]c(=O)c12	5%	3%	7%	13%	2%	i	8	3%	4%
COc1cc2c(C(=O)Nc3ccccc3F)cn(C)c(=O)c2cc1OC	15%	-4%	-2%	4%	-3%	i	12	-2%	14%
CCN(C(=O)C(Cc1ccccc1)NS(=O)(=O)c1cccc2nsnc12)c1ccccc1 (stereo not given)	0%	.	.	.	.	i	.	-5%	-18%
Cc1[nH]c2ccccc2c1C(=O)COC(=O)C(C)C	1%	0%	3%	-12%	-2%	i	-5	0%	0%
CN=C(Nc1cccnc1)c1cccc(C(F)(F)F)c1	11%	-3%	12%	17%	-2%	?	14	8%	0%
COc1cc(C(=O)Nc2cc(S(=O)(=O)N3CCOCC3)ccc2N2CCN(C)CC2)cc(OC)c1OC	0%	108%	-25%	-6%	18%	i	-16	-1%	0%
CN1CCN(CCCNC(=O)c2ccc(CSCc3cccc(Cl)c3)o2)CC1	-3%	14%	-2%	-4%	?	?	-14	0%	-1%
O=C1Nc2ccccc2C1=Nc1ccc(Cl)cc1	?	-5%	-14%	-13%	3%	i	-7	0%	-22%
O=C(CSc1nnc(-c2cccnc2)n1Cc1ccco1)c1ccccc1	?	-8%	6%	-6%	-1%	i	-15	1%	9%
CCOC(=O)C1CCC/C1=N\NC(=O)CN(c1cc(OC)ccc1OC)S(=O)(=O)c1ccccc1 (stereo not given)	-19%	-2%	1%	3%	0%	i	?	6%	-2%
Cc1ccc(C(=O)Nc2ccc(F)cc2F)o1	11%	-10%	26%	21%	2%	i	-5	0%	7%
COc1ccc(C(C(=O)NC(C)(C)C)N(C(=O)CCC(=O)Nc2cc(C)on2)c2cc(C)cc(C)c2)cc1 (stereo not given)	15µM*	-2%	-19%	-6%	11%	i	-2	-12%	-26%
CCOC(=O)Cc1csc(NC(=O)c2ccc3ncsc3c2)n1	0%	?	20%	-6%	0%	.	0	-2%	0%
O=C(NCCCN1CCOCC1)C(C(=O)c1ccccc1)n1ccccc1=O (stereo not given)	?	-1%	8%	4%	2%	i	24	9%	10%
Cn1nc(-c2ccc(Cl)cc2)c2cc(C(=O)N3CCN(c4ccccc4)CC3)sc21	-3%	-4%	-4%	-1%	-6%	i	-9	-3%	6%

At a glance, five of the compounds above.
SMILES	KB-V1 MDR tox	SW480 rerep	HT1080NT lethal	HT1080 IDH1KD tx	MCF10A rereplic	ATXN viability	IL1B secr inh	KB-3-1 tox	ATXN2 expr inh
Cc1cccc(N2C(=O)N3[C@@H]4c5ccccc5OC[C@@H]4[C@@H](c4ccccc4)[C@@]3(C)C2=O)c1	3%	2%	4%	4%	8%	i	-5	2%	-6%
COc1ccc(-c2nn(C)c(=O)c3ccccc23)cc1CNC(=O)c1ccco1	?	-1%	-12%	-14%	12%	i	-18	-28%	-26%
NC(=O)CC[C@H](NC(=O)c1ccc(F)cc1)C(=O)OCC(=O)Nc1c(F)c(F)c(F)c(F)c1F	1%	-1%	7%	26%	10%	i	-29	31%	-1%
CCN(CC)S(=O)(=O)c1ccc(S(=O)(=O)N2CCCC2C(=O)O)cc1 (stereo not given)	15%	-11%	14%	11%	-3%	i	-3	4%	5%
COc1ccc(OCCN2CCC(C(=O)NC(C)c3cccc4ccccc34)CC2)cc1 (stereo not given)	-2%	.	-12%	5%	.	i	-23	0%	-19%
